PLCb3 inh: inhibitors of human phospholipase C beta3; inhibition, % at 12.2 µM; AID 720704; 370,000 compounds, 0.18% hits; Purified PLC-beta3, fluorogenic substrate, fluorescence; in the data active = inhibition above about 11%;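 also: 0% = median of compound wells on plate and 100% = full blocker control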
ARFGAP1 inh: inhibitors of rat ARFGAP1; inhibition, % at 16.5 µM; Q62848; 360,000 compounds, 0.26% hits; Arfgap1-stimulated ARF1 GTP hydrolysis, GDP FP detection;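 active = inhibition above a per-plate limit, mean inhibition of low control wells plus 3 SD, cut at about 25% in these data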;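 also: 0% = DMSO wells with enzyme and 100% = wells lacking Arfgap1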
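System: truncated rat Arfgap1 GAP domain / Benchmarks: high control wells lacking Arfgap1, low control full reaction with DMSO / Times: compound-enzyme preincubation 20 min, reaction 120 min, detection 60 min, 25 °C / Repeats: one replicate per compound / Also added: human ARF1(Δ1-17)-GTP substrate / Measured by: Tracer-displacement fluorescence polarization with EDTA stop, 620/688 nm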
UHRF1 MBD2 ctr: human UHRF1 methylated DNA binding inhibitors; 370,000 compounds, 0.75% hits; UHRF1 binding to methylated oligo, TR-FRET; Q96T88; inhibition, % at 4.4 µM; in the data active = inhibition above about 21%;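 also: UHRF1 SRA domain binding a hemimethylated CpG hairpin DNA probe; 0% = median of test compound wells and 100% = reference inhibitor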
KLK7 zymogen act: activators of human kallikrein-7 zymogen; purified proKLK7, EDANS-DABCYL substrate fluorescence; 100% is mature enzyme control, 0% vehicle; P49862; AID 652039; activation, % at 7 µM; 370,000 compounds, 0.9% hits;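 active = activation above the mean of all tested compounds plus 3 SD, computed per campaign excluding outliers beyond control limits, cut at about 13% in these data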
ASAP1 inh: ASAP1 ArfGAP inhibition; Q9ULH1; ASAP1-stimulated ARF1 GTP hydrolysis, GDP FP detection; inhibition, % at 16.5 µM; 360,000 compounds, 0.19% hits; AID 624377; in the data active = inhibition above about 25%;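 also: 0% = vehicle with enzyme and substrate and 100% = no enzyme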
MBD2 inh: MBD2-methylated oligo binding inhibition; TR-FRET, MBD2 binding to methylated oligonucleotide; inhibition, % at 4.4 µM; 370,000 compounds, 0.31% hits; in the data active = inhibition above about 13%
Target sequence (Q9UBB5 whole entry, looked up): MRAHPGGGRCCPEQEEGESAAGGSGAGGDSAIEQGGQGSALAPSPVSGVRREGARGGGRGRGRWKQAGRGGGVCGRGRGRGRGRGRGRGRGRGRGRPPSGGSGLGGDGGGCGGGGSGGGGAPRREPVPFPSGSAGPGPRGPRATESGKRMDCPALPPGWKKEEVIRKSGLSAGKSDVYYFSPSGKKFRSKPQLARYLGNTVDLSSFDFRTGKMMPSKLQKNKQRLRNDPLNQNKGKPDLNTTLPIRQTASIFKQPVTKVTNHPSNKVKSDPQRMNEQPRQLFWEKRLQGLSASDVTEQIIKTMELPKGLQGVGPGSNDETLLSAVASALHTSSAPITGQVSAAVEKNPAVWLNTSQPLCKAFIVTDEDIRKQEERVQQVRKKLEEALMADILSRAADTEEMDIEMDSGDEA
DDE Tn6 FP inh: DD(E)-Tn6 binding inhibition, primary FP screen | 370,000 compounds, 0.21% hits | Fibrin DD(E) TRITC-Tn6 fluorescence polarization displacement | inhibition, % at 8.3 µM | P02675;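 active = inhibition above a per-campaign cutoff: mean of compounds within control limits plus 3 SD, cut at about 15% in these data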;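 also: 0% = median of all compound wells on the plate and 100% = blocking peptide control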
DDE Tn7 FP inh: DD(E)-Tn7 binding inhibition, primary FP screen; P02675; FP displacement of FITC-Tn7 peptide from fibrin DD(E); 0% = median of compound wells per plate; inhibition, % at 8.3 µM; 370,000 compounds, 0.13% hits;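 active = inhibition above the mean of compounds falling within the control limits plus 3 SD of them, cut at about 14% in these data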;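 also: 0% = plate median of compound wells and 100% = 10 µM Aha-Tn7 peptide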
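Assay system: Fibrin-DD(E) protein isolated from polymerized human fibrin clots; read-out basis: percent inhibition; medium: Tris/NaCl/CaCl2 buffer, pH 7.8; signal: FP measurement; incubation: 10 min plus 3 h, room temperature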
PLCg1 inh: blocks human PLC-gamma1 enzyme activity; inhibition, % at 12.2 µM; P19174; purified PLC-gamma1, fluorogenic substrate, fluorescence; 370,000 compounds, 0.84% hits; AID 720700; in the data active = inhibition above about 9.5%
ADAM17 inh: inhibits human ADAM17; AID 720648; inhibition, % at 6.95 µM; P78536; 370,000 compounds, 0.83% hits; recombinant ADAM17, EDANS/DABCYL FRET peptide cleavage;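 active = inhibition above the mean of compounds lying between control limits plus 3 SD, set per campaign, cut at about 8.5% in these data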;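 also: 0% = DMSO-only wells as the low control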
Target sequence (P78536 215-824 limits assumed): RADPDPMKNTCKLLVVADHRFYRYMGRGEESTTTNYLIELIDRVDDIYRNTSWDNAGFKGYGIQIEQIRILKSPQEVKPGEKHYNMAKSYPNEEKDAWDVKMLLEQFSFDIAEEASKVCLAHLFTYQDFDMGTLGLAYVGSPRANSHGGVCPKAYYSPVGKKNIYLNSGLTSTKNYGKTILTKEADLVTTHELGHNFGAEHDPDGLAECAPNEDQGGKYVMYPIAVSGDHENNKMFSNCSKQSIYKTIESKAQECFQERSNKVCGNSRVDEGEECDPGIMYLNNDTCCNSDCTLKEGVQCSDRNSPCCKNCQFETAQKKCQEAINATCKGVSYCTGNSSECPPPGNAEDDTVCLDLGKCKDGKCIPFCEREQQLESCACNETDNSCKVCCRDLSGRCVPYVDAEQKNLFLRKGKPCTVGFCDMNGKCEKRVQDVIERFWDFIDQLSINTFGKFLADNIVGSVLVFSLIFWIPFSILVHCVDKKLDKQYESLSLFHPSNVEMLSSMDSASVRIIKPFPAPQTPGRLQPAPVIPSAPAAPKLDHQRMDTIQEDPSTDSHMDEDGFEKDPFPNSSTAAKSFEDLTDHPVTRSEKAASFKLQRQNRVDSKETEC
The depositor's hits bear a star; i = inactive.

Sample of the layout (two entries):
Values run as follows: PLCb3 inh	ARFGAP1 inh	UHRF1 MBD2 ctr	KLK7 zymogen act	ASAP1 inh	MBD2 inh	DDE Tn6 FP inh	DDE Tn7 FP inh	PLCg1 inh	ADAM17 inh
O=C1NC(=O)C(Cc2ccccc2)(c2cccnc2)N1 (stereo not given)
→ -1	-5	2	0.1	-1	-5	4	0	-4	-5
Cc1noc(C)c1C(=O)OCC(=O)Nc1ccccc1Oc1ccccc1
→ 2	15	4	-0.3	-3	-2	1	-3	1	8.7*

The whole of this part, previewed entries included:
Values run as follows: PLCb3 inh	ARFGAP1 inh	UHRF1 MBD2 ctr	KLK7 zymogen act	ASAP1 inh	MBD2 inh	DDE Tn6 FP inh	DDE Tn7 FP inh	PLCg1 inh	ADAM17 inh
O=C1NC(=O)C(Cc2ccccc2)(c2cccnc2)N1 (stereo not given)
→ -1	-5	2	0.1	-1	-5	4	0	-4	-5
Cc1noc(C)c1C(=O)OCC(=O)Nc1ccccc1Oc1ccccc1
→ 2	15	4	-0.3	-3	-2	1	-3	1	8.7*
CC(C)c1nc(SCC(=O)Nc2cccc3ccccc23)n[nH]1
→ -8	11	-3	-0.1	-3	-4	3	-3	0	-2
N#CC1=C2SCN(c3ccccc3)CN2C(=O)CC1c1c(Cl)cccc1Cl (stereo not given)
→ -6	-6	-2	-0.1	1	3	5	-10	-3	-4
CC(OC(=O)CCc1nc2ccccc2c(=O)[nH]1)C(=O)Nc1ncc(Cl)cc1Cl (stereo not given)
→ 5	-8	0	-0.1	-13	-6	0	-2	0	1
CCOC(=O)c1c(NC(=O)c2ccc(N3C(=O)C4C5C=CC(C5)C4C3=O)cc2)sc2c1CCCC2 (stereo not given)
→ -40	4	2	-0.1	-5	3	3	1	-29	-1
CCNC(=O)COC(=O)c1cc(S(=O)(=O)N2CCCc3ccccc32)ccc1Cl
→ -2	4	1	0.0	-6	-1	1	2	5	2
Cc1cccc(NC(=O)c2cccc(Cn3cc(Br)c([N+](=O)[O-])n3)c2)c1C
→ 3	4	-1	0.1	6	-6	-2	9	0	-3
CC(=O)OC(COc1cccc(C)c1)Cn1cnc2ccccc21 (stereo not given)
→ 3	1	0	-0.1	-7	-1	6	1	0	0
COC(=O)c1ccc(COC(=O)CCc2nc(-c3ccccc3)c(-c3ccccc3)o2)cc1
→ 1	-7	0	0.6	-5	1	2	5	3	0
NC(=O)c1nsc(C(=O)N(CCCN2CCOCC2)C(C(=O)NC2CCCCC2)c2ccc(Cl)cc2)c1N (stereo not given)
→ -18	-2	2	-1.0	-2	1	1	-7	-12	-11
CCOC(=O)C1CCCN(c2c(NCCC(C)C)c(=O)c2=O)C1 (stereo not given)
→ -7	-7	-1	0.4	-15	1	-2	-6	2	-1
CSCCC(=O)N1CCC(n2nccc2NC(=O)CCCc2ccccc2)CC1
→ 1	-4	2	0.5	-9	-2	-4	-3	1	-3
CCN1C(=NCc2ccco2)N[C@@H](c2cccc(C(F)(F)F)c2)C(C(=O)OC)=C1C
→ -17	-8	-2	0.2	18	-3	-3	-6	-14	1
CCOCCCN(C(=O)CCC(=O)Nc1cc(C)on1)C(C(=O)NC(C)(C)CC)c1cccc(OC)c1OC (stereo not given)
→ -3	10	0	-0.4	3	1	1	5	-1	-1
COc1ccc(C(=O)Nc2ccc(Cl)cc2F)cc1S(=O)(=O)N1CCCC1
→ -5	-4	1	0.1	-4	3	7	6	1	-5
CCN(CC(=O)Nc1ccc(NC(C)=O)cc1)C(=O)COc1ccccc1Cc1ccccc1
→ -7	6	3	0.4	6	7	-1	0	5	-3
Cc1nc(C)c(C(=O)C2=C(O)C(=O)N(CCN3CCOCC3)C2c2ccco2)s1 (stereo not given)
→ -2	5	-3	0.9	6	-6	0	1	-3	0
CC(=O)Nc1ccc(OC(=O)Oc2ccc(NC(C)=O)cc2)cc1
→ -2	6	-4	0.0	-1	4	1	1	2	-1
COc1cccc(NC(=S)N(CCN(C)C)Cc2cccs2)c1
→ -8	-3	21*	-0.2	-4	8	5	5	2	-3
NC(=O)c1ccc(N2CCC(C(N)=O)CC2)c([N+](=O)[O-])c1
→ -4	7	-10	0.2	-15	-7	4	6	1	-1
O=C(/C=C/c1ccc2ccccc2n1)c1cc(Cl)ccc1O
→ -38	3	-2	-0.3	-7	-4	7	-3	-26	-13
COc1c2ccoc2nc2c(OC)c(OC[C@@H](O)C(C)(C)O)ccc12
→ i	3	-3	24*	1	-6	1	6	i	-380
CCc1noc(C)c1C(=O)OCC(=O)Nc1ccc2c(c1)OCO2
→ -6	1	-1	-0.7	10	1	-9	-8	5	0
Cc1cc(NC(=O)C2C3C(=O)N(Cc4ccc(Cl)cc4)C(C(=O)NCc4ccccc4)C34C=CC2(C)O4)no1 (stereo not given)
→ 13*	4	-1	0.0	9	-1	0	-2	10*	7
CC1CN(C(=O)c2cc3cc(Cl)ccc3[nH]2)CC(C)O1 (stereo not given)
→ 1	2	2	0.0	-3	0	2	6	-2	-3
COc1cc(Br)ccc1NC(=O)c1ccccc1-c1ccccc1C(=O)O
→ -10	-4	0	-0.1	-10	1	0	0	2	-4
CC(C)Cc1cc(C(=O)N2CCC(N3CCC(C(=O)N4CCCC4)CC3)CC2)n[nH]1
→ -2	11	0	0.4	4	-4	-4	3	0	-2
CCc1nc2ccc(C(=O)N(C)C(C)C)cn2c1N(CCC(C)C)CCN(C)C
→ -18	1	2	0.4	-19	1	-1	4	-16	-12
COc1ccc([N+](=O)[O-])cc1/C=N/Nc1nc(N2CCCCC2)nc(N2CCCCC2)n1
→ -1	4	3	0.0	-4	-1	3	0	2	-1
COc1cc(C(C(=O)NCc2ccccc2)N(C(=O)c2snc(C(N)=O)c2N)C2CCCC2)cc(OC)c1OC (stereo not given)
→ -43	2	2	2.5	4	4	-2	-7	-23	-20
C/C(=N\Nc1ccc(C(=O)O)cc1)c1ccc(S(=O)(=O)NCc2ccco2)cc1
→ -34	-2	-1	0.2	-2	-8	-2	3	0	-2
CCSc1nnc(NC(=O)c2cc(-c3ccccc3O)n[nH]2)s1
→ -4	4	-1	0.3	0	-5	1	1	4	3
COC(=O)c1ccc(C)c(NC(=O)C2CC(=O)N(C3CCCC(C)C3C)C2)c1 (stereo not given)
→ -2	-7	8	1.2	13	-1	5	-9	0	1
COC(=O)c1ccc(Cn2cc(C(F)(F)F)ccc2=O)cc1
→ 3	2	1	-0.7	0	0	-1	-6	1	0
CCCCOc1ccc(S(=O)(=O)NNC(=O)c2cc3ccccc3o2)cc1
→ 2	1	0	0.0	-4	1	-2	-7	1	5
COc1cc(OC)cc(-n2nnnc2SCC(=O)NC2CCCC2)c1
→ 2	-2	1	1.1	-6	6	0	4	3	-2
O=C(CCN1CCOCC1)NC1CCCN(Cc2ccccc2F)C1 (stereo not given)
→ -2	4	2	-0.2	3	10	-3	4	-1	4
COc1ccc(Br)cc1-c1noc(-c2ccncc2)n1
→ 0	1	5	0.2	0	3	2	0	6	-7
N#Cc1c(-c2ccccc2)cc(C2CC2)nc1SCC(=O)O
→ -4	13	1	0.3	3	0	4	-2	-2	-1
CC(=O)c1ccc(-c2cccc(-c3nc4ccccn4c3NC3CCCCC3)c2)cc1
→ -12	5	1	-0.1	-1	1	4	-9	-15	-5
COc1ccccc1CC(=O)Nc1cccc2c1CCCC2
→ 1	1	-1	-0.3	-6	0	3	2	-2	1
COCCn1c(=O)[nH]c2cc(C(=O)OC)ccc2c1=O
→ -173	4	1	-16	-9	-1	-4	5	-135	-55
O=C(CCc1ccccc1)NNC(=O)c1ccccc1C(=O)O
→ 5	-5	1	-0.2	1	-2	-4	-4	4	-1
CCc1ccc(N2CC(O)(c3cccs3)[N+]3=C2SCCC3)cc1 (stereo not given)
→ 0	4	2	-1.2	-6	-3	6	1	3	1
COc1ccc(Nc2nnc(SCC(=O)NC3CCS(=O)(=O)C3)s2)cc1 (stereo not given)
→ -4	-5	-1	0.6	-19	2	-2	3	0	-2
COc1cccc(C(=O)c2sc(NC(C)C)nc2N)c1
→ 1	-12	-1	0.2	-9	0	-4	-5	2	4
O=C(N/N=C/c1cn(-c2cccs2)nc1-c1ccccc1)c1ccc(O)cc1
→ -9	4	-2	0.6	10	3	-5	-4	-6	3
CCN(CC)c1cccc(OCC(=O)N(C)CCC#N)c1
→ -76	3	-5	-0.1	-11	-5	88*	6	-62	-2
c1ccc(-c2cc(N3CCCCCC3)n[nH]2)cc1
→ -15	-5	-8	0.2	-8	-12	4	2	-11	0
CCNS(=O)(=O)c1ccc(CCC(=O)N2CCc3ccccc3C2)cc1
→ -4	-1	0	-0.1	4	-6	-2	-2	3	2
CC1(C)NC(=O)N(CC(O)CNC23CC4CC(CC(C4)C2)C3)C1=O (stereo not given)
→ 1	9	-3	0.2	1	0	-6	0	-1	-1
COc1cc(OC)c(OC)cc1/C=C1\Oc2cc(OS(C)(=O)=O)ccc2C1=O
→ -207	0	-5	-0.2	3	0	-1	-7	-143	-3
CCOC(=O)c1c(NC(=O)CSc2nc3ccccc3s2)sc(C(C)=O)c1C
→ 0	2	-1	-0.9	-4	5	-4	-3	0	-3
CCOC(=O)N1CCN(C(=O)c2ccc(N(Cc3ccc(Cl)cc3)S(C)(=O)=O)cc2)CC1
→ -3	-18	0	0.2	-2	0	6	-3	1	2
CC(C)CN(C(=O)COC(=O)CNC(=O)c1ccc(Cl)cc1)C1CCS(=O)(=O)C1 (stereo not given)
→ -4	19	-1	-0.8	-5	-1	-5	-5	-5	-6
COc1cc(SC)ccc1C(=O)NNC(=O)C1COc2ccccc2O1 (stereo not given)
→ 2	-2	4	0.2	-11	4	14	2	2	-10
COc1ccc(-c2csc(NCc3ccco3)n2)cc1
→ -22	10	-2	0.3	-3	0	-2	1	-20	-14
Cc1ccc(NC(=O)CN2C(=O)S/C(=C\c3cc(C)n(C)c3C)C2=O)cc1
→ -23	1	-4	20*	9	0	1	-5	-21	-1
Cc1cc2ccc(C)c(C)c2nc1SCC(=O)c1cccs1
→ -10	5	-2	-0.2	-6	-1	-4	1	-1	2

Single entries from the list.
In PLCg1 inh, CC1(C)NC(=O)N(CC(O)CNC23CC4CC(CC(C4)C2)C3)C1=O (stereo not given) reads -1
In KLK7 zymogen act, Cc1ccc(NC(=O)CN2C(=O)S/C(=C\c3cc(C)n(C)c3C)C2=O)cc1 reads 20*
In PLCb3 inh, COC(=O)c1ccc(Cn2cc(C(F)(F)F)ccc2=O)cc1 reads 3
In ADAM17 inh, CC(=O)OC(COc1cccc(C)c1)Cn1cnc2ccccc21 (stereo not given) reads 0

Carrying on.
Values run as follows: PLCb3 inh	ARFGAP1 inh	UHRF1 MBD2 ctr	KLK7 zymogen act	ASAP1 inh	MBD2 inh	DDE Tn6 FP inh	DDE Tn7 FP inh	PLCg1 inh	ADAM17 inh
CC(C)(C)OC(=O)Cn1c(=O)cnc2ccccc21
→ -20	-13	-1	1.5	-14	0	5	6	-17	-30
O=C(N/N=C/c1ccccc1)c1ccco1
→ -2	6	-5	-0.2	-3	4	-7	2	2	-2
O=C(c1cc(-c2ccc(Cl)cc2)nc2ccccc12)N1CCOCC1
→ -6	-3	2	-0.1	-11	2	5	-11	-1	-6
Cc1ccc(C)c(S(=O)(=O)N2CCN(C(=O)c3cccnc3)CC2)c1
→ -9	10	-2	0.1	13	0	1	0	2	-5
CCCN1CCCCC(NC(=O)c2ccc3ccccc3c2)C1=O (stereo not given)
→ -2	10	-2	-0.3	5	0	0	-7	0	-3

Screening data as filed in PubChem.
